NCOA1 inh – inhibitors of human steroid receptor coactivator 1 (SRC1); Q15788; HEK293 GAL4-SRC1 luciferase reporter, luminescence; inhibition, % at 3.6 µM; 360,000 tested, 0.12% active; AID 588354;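 active = inhibition above the campaign mean plus 3 SD, with each screening campaign given its own cutoff, cut at about 60% in these data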;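 note: 0% = DMSO treated cells and 100% = gossypol at 36 µM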
TLR9-MyD88 block – blocks human TLR9 binding to MyD88 | 340,000 tested, 0.21% active | CHO BLA complementation TLR9-MyD88, CCF4 FRET ratio | Q9NR96+Q99836 | AID 504734 | inhibition, % at 4.98 µM;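 active = inhibition above the mean over all tested compounds plus 3 SD, cut at about 21% in these data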;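 note: 0% = DMSO only wells and 100% = clavulanate BLA inhibitor control wells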
C8 TRAIL sens – sensitizes caspase-8 expressing cells to TRAIL; NB7+C8 cells + TRAIL, ATPlite viability luminescence; inhibition (viability loss, TRAIL sensitization), % at 10 µM; 360,000 tested, 1% active;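 active = compounds causing at least 50% loss of cell viability in the single-dose screen, relative to plate controls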
NR2F2 inh – inhibitors of human COUP-TFII (NR2F2). 370,000 tested, 0.7% active. HEK293T NGFI-A luciferase reporter, luminescence. inhibition, % at 8.6 µM. AID 686940;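 active = inhibition above a per-plate cutoff, mean inhibition of test wells between control levels plus 3 SD, cut at about 38% in these data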;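 note: cells cotransfected with COUP-TFII expression vector driving the NGFI-A reporter; 0% = median of COUP-TF2 test wells and 100% = reporter-only cells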
Vif inh – blocks HIV Vif function; HEK293T cells, Vif self-association by quenched fluorescence, imaging, 24 h; inhibition, % at 7.49 µM; 340,000 tested, 0.35% active; AID 602346; in the data active = inhibition above about 50%, passing the limit was not always enough; note: some results filed as inactive read as strong as hits
NOD2-RIPK2 inh – inhibitors of human NOD2-RIPK2 interaction | O43353 | 360,000 tested, 0.38% active | CHO BLA complementation NOD2-RIPK2, CCF4 ratio | inhibition, % at 4.98 µM; in the data active = inhibition above about 21%;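 note: 0% = vehicle only and 100% = reference blocker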
SRC2 inh – inhibits human steroid receptor coactivator 2; inhibition, % at 9 µM; HEK293 GAL4-SRC2 luciferase reporter, luminescence; 370,000 tested, 0.17% active;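 active = inhibition above the mean inhibition of all tested compounds plus 3 SD, set per campaign, cut at about 52% in these data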;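 note: 0% = DMSO treated cells and 100% = cells given Gossypol at 36 µM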
Target sequence (Q15596 whole entry, looked up, the tested form may be a part): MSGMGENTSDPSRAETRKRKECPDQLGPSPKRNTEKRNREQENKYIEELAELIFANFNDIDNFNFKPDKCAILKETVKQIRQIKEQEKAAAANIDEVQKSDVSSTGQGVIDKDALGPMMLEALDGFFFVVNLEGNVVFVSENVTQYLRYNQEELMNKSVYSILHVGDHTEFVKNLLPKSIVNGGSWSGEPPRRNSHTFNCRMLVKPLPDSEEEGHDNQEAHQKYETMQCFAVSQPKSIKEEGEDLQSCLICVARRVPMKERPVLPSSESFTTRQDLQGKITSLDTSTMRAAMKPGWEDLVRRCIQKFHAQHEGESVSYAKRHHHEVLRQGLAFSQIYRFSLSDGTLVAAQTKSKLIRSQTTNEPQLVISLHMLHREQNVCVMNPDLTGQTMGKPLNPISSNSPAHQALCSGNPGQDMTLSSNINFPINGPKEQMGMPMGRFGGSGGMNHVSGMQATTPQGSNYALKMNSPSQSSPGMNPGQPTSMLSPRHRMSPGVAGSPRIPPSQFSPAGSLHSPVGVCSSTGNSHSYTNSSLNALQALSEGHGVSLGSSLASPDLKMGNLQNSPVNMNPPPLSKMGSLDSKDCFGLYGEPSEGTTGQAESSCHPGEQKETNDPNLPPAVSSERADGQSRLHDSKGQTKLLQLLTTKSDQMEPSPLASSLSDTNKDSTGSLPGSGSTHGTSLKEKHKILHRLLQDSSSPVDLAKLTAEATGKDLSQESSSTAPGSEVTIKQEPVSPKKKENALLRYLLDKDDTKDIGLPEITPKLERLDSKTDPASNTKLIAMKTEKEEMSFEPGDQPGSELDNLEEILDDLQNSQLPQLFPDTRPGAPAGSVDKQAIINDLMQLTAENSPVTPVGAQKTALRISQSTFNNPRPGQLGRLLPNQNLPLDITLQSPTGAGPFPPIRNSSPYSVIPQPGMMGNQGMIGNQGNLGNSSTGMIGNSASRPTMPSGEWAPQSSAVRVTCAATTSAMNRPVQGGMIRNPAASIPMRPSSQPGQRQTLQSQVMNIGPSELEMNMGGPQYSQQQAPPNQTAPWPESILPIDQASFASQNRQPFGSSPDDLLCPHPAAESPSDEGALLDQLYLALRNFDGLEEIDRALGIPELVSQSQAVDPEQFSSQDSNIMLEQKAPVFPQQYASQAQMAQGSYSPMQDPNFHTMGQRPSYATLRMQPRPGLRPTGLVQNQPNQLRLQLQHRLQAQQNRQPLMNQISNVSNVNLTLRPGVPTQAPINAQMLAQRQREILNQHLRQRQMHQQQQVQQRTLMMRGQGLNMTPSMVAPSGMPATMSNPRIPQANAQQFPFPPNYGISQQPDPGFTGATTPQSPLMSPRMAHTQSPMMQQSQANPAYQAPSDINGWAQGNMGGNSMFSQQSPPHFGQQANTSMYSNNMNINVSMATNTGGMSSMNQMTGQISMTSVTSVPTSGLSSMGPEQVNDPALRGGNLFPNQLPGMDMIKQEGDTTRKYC
LMP1 NFkB inh – reduces LMP1-driven NF-kappaB luciferase signal | LMP1-induced NF-kappaB luciferase reporter cells, luminescence | inhibition, % at 12.5 µM | 350,000 tested, 0.69% active | AID 504558; in the data active = inhibition above about 41%;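 note: 0% = neutral control wells and 100% = reference inhibitor control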
LRH-1 inv ag – inverse agonists of human LRH-1 (NR5A2); inhibition, % at 3.6 µM; HEK293T StAR-luciferase reporter, LRH-1 transfected, 24 h; 360,000 tested, 0.13% active; O00482;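 active = inhibition above the mean inhibition of all tested compounds plus 3 SD, cut at about 73% in these data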;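 note: 0% = DMSO wells and 100% = reporter-only cells lacking LRH-1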
SRC3 inh – human NCOA3 inhibition. Q9Y6Q9. HEK293 GAL4-SRC3 luciferase reporter, luminescence. inhibition, % at 3.6 µM. 360,000 tested, 0.17% active;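 active = inhibition above a per-campaign cutoff, the mean of all compounds plus 3 SD, cut at about 60% in these data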;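 note: 0% = DMSO-treated cells and 100% = gossypol-treated cells at 36 µM; higher means less SRC3-driven luciferase light from the GAL4 reporter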
TROY NFkB inh – inhibitors of TROY-dependent NF-kB signaling; Q293 LMP1-TROYcd NF-kB luciferase reporter, 4 h; inhibition, % at 10 µM; 360,000 tested, 0.98% active; AID 1347056;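 active = compounds whose plate-normalised and pattern-corrected inhibition of the luciferase reporter signal at the single screening dose is 50% or more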
* marks the source's active call; other numbers are inactive results; / = not tested or not shown. The list is partial, so the mix of outcomes need not match the whole.

SMILES	NCOA1 inh	TLR9-MyD88 block	C8 TRAIL sens	NR2F2 inh	Vif inh	NOD2-RIPK2 inh	SRC2 inh	LMP1 NFkB inh	LRH-1 inv ag	SRC3 inh	TROY NFkB inh
CCOC(=O)c1ccccc1NC(=O)COC(=O)CCNS(=O)(=O)c1cccs1	-13	-1	13	-6	9	6	25	-6	7	5	-10
CCOC(=O)C(CCCCP(=O)(c1ccccc1)c1ccccc1)(NC(C)=O)C(=O)OCC	4	-9	-4	14	-3	1	-6	-2	5	16	26
Cc1ccc(CN2CCN(/N=C/c3cccnc3)CC2)c(C)c1	6	-5	-3	8	-11	3	4	0	6	16	-10
O=C(COC(=O)c1ccc[nH]c1=O)NCC12CC3CC(CC(C3)C1)C2	-40	3	-5	-17	-14	-4	-27	-11	-9	-25	-33
COc1cccc(Cn2c(Oc3ccccc3)nc3c2c(=O)n(C)c(=O)n3C)c1	-13	4	12	0	-14	0	-9	-5	-1	0	-13
OCC[C@@H]1C[C@@H](O)[C@H](O)[C@]2(CCc3ccccc3O2)O1	6	-3	-4	7	-2	-14	12	6	-1	-9	-6
CCc1ccc(C2CC(c3ccccc3)n3ncnc3N2)cc1 (centres undefined)	-14	-4	1	-3	1	13	-4	1	3	-26	-9
COc1ccccc1-n1nnnc1SCC(=O)NC1CC1	5	1	6	-39	3	6	-14	2	-1	9	2
O=C(CSc1nc2nn(-c3ccccc3)c(=O)c-2c2n1CCCCC2)NCCCc1ccccc1	-28	-2	-13	12	1	2	16	6	22	16	-3
O=C(COC(=O)CNC(=O)c1ccccc1)NCCCc1ccccc1	-8	-8	3	-6	-4	-4	10	-4	-4	13	8
O=C(N/N=C/c1cccnc1)c1ccc([N+](=O)[O-])cc1Cl	9	-2	1	0	2	-8	-24	-4	18	-10	-18
COc1cccc(NC(=O)Cn2c(-c3cncs3)nc3ccccc32)c1	3	-8	-7	-10	3	5	-26	-10	-13	10	14

Looked up by structure from the entries so far, 2 records:
SMILES	NCOA1 inh	TLR9-MyD88 block	C8 TRAIL sens	NR2F2 inh	Vif inh	NOD2-RIPK2 inh	SRC2 inh	LMP1 NFkB inh	LRH-1 inv ag	SRC3 inh	TROY NFkB inh
O=C(COC(=O)c1ccc[nH]c1=O)NCC12CC3CC(CC(C3)C1)C2	-40	3	-5	-17	-14	-4	-27	-11	-9	-25	-33
O=C(N/N=C/c1cccnc1)c1ccc([N+](=O)[O-])cc1Cl	9	-2	1	0	2	-8	-24	-4	18	-10	-18

The list continues.
SMILES	NCOA1 inh	TLR9-MyD88 block	C8 TRAIL sens	NR2F2 inh	Vif inh	NOD2-RIPK2 inh	SRC2 inh	LMP1 NFkB inh	LRH-1 inv ag	SRC3 inh	TROY NFkB inh
CC(C)=CC(=O)O[C@H]1[C@@H]2[C@H](C)C(=O)O[C@@H]2C[C@@H](C)[C@@H]2[C@@H](O)CC(=O)[C@]21C	2	0	-7	-3	-8	-2	22	-6	-19	6	16
CCCCCCCCCCCCN1C/C(=C\C(=O)OCC)c2ccccc2S1(=O)=O	8	-24	1	7	9	1	0	5	-4	10	4
CC(C)Cc1[nH]c(=O)c(C#N)c2c1COC(C)(C)C2	3	6	6	4	-8	-6	-2	7	-13	22	-15
COc1ccccc1C(=O)Nc1cc2cc(Br)ccc2oc1=O	-10	2	14	-3	17	0	-10	-9	12	15	-17
O=C(NN=C1CCCC1)c1ccc(Cl)cc1	-10	-8	5	-24	13	-9	-33	-5	-13	1	-5
CN(CC(=O)Nc1cc(Cl)ccc1Cl)C1CCS(=O)(=O)C1 (centres undefined)	1	-9	-18	-13	-14	-8	10	-5	6	6	-4
O=C(C1CCN(C2CC(=O)N(Cc3ccccc3)C2=O)CC1)N1CCCCCC1 (centres undefined)	3	3	-19	2	0	4	14	1	6	4	0
COc1ccc(C2C(C(=O)c3ccco3)=C(O)C(=O)N2c2nnc(C)s2)cc1OC (centres undefined)	-10	-9	-14	-6	-8	-13	-18	0	-16	-39	1
O=C(Nc1ccccc1)c1ccccc1NC(=O)C1CCCCC1	-9	-5	34	-7	2	2	-13	-2	-6	14	-7
COc1cc(-c2noc(C3CCCN(C(=O)c4ccccc4)C3)n2)cc(OC)c1OC (centres undefined)	-35	-6	-11	21	2	-6	18	7	-15	1	16
O=S1(=O)CCC(NCC2CCCO2)C1 (centres undefined)	6	-4	-28	6	/	1	8	4	17	-4	-19
O=C(Nc1ccc(Cl)c(S(=O)(=O)N2CCCCC2)c1)c1ccncc1	13	-2	10	13	-10	2	-7	13	23	6	22
O=C(CNC(=O)c1ccc(S(=O)(=O)N2CCCC2)cc1)N/N=C/c1ccc(Cl)cc1Cl	5	2	6	13	-9	3	-7	26	8	9	15
CC(=O)Nc1ccc(S(=O)(=O)N(C)CC(=O)OCC(=O)c2ccc3c(c2)NC(=O)CO3)cc1	0	-4	2	8	-4	-8	-13	-2	-11	-8	-6
Cc1ccc(C(=O)NCC(=O)OCC(=O)NC2CCCCCCC2)cc1	17	3	-6	1	4	-7	14	-2	14	4	3
Cc1cc(C)c(C(N)=O)c(SCC(=O)c2ccc(Cl)cc2)n1	-13	-6	14	-14	5	-13	12	-5	-39	-18	-6
Cc1ccc(N(CCCCN2C(=O)c3ccccc3C2=O)C(=O)c2ccc(Cl)s2)cc1	3	-22	15	7	-1	-18	6	0	0	13	1
CCOc1ccccc1N(CC(=O)NCCSCc1ccco1)S(=O)(=O)c1ccccc1	-24	2	25	12	/	0	18	-6	0	5	-3
Cc1cccc(C(=O)NC(=S)Nc2ccccc2C(F)(F)F)c1	-21	-2	3	11	0	-5	-15	-1	-16	-2	-20
C[C@@H]1CC=C[C@H]2[C@H]1C(=O)N(Cc1ccccc1)[C@H]2c1ccoc1	3	4	4	11	10	2	13	-6	5	1	5
CCN(CC)C(=O)c1[nH]cnc1C(=O)N[C@@H](Cc1ccccc1)C(=O)OCc1ccccc1	-23	0	-5	-3	-4	-6	11	4	-17	0	-12
COc1ccc(NC(=O)CCNC(=O)Cn2ccc3ccccc3c2=O)c(OC)c1	-41	12	1	7	-1	-8	-21	2	-11	1	8
COc1ccc(-c2csc(N)n2)cc1F	-56	-3	0	-4	-10	-4	-32	-15	-71	-36	-19
COc1ccc(/C(C)=N\NC(=O)C(c2ccncc2)N2CCOCC2)cc1 (centres undefined)	-3	3	-6	17	-3	4	-11	8	-3	4	-13
CC(=O)Nc1ccc(CN(C)c2c(C)nc3ccc(C(=O)NC4CCN(Cc5ccccc5)CC4)cn23)cc1	2	/	15	1	3	0	9	/	12	-6	0
Cc1cccc(C)c1NC(=O)C1(C)CN(S(C)(=O)=O)CC(=O)N1Cc1cccc(F)c1 (centres undefined)	/	/	-18	-14	/	-2	-1	/	11	/	/
O=C(Nc1ccc(S(=O)(=O)N2CCCC2)cc1)C1CCCCC1	1	-2	5	-4	-9	-5	-16	1	-12	-3	3
CC(C)NC(=O)C1(C)CCCCCN1C(=O)c1ccc(-c2ccccc2)cc1 (centres undefined)	-2	/	-7	8	2	-1	27	/	10	6	-17
O=C(CN1C(=O)NC(Cc2c[nH]c3ccccc23)C1=O)Nc1cccc(S(=O)(=O)N2CCOCC2)c1 (centres undefined)	-6	-6	0	0	-4	2	30	-9	1	18	-16
Cc1cc([N+](=O)[O-])nn1Cc1ccc(F)cc1	15	10	-11	-21	-1	3	14	3	5	13	8
O=C(C[C@H]1C/C=C\CC[C@@H](Cc2ccc(F)cc2)C(=O)OCCNC1=O)NCCO	-8	-2	-8	-14	0	-7	12	11	-12	-13	-17
O=C1C2C3C=CC(C3)C2C(=O)N1c1ccc(-c2nc3ccccc3o2)cc1 (centres undefined)	-72	-1	22	-16	0	1	-43	-22	-89	-58	43
c1ccc2c(c1)ccc1nnc(SCc3ccc4c(c3)OCO4)n12	-6	-1	7	-22	-1	-3	-30	-16	-6	-34	-15
O=C(/C=C(\O)c1ccccc1)C(=O)NNC(=O)c1ccccc1[N+](=O)[O-]	-5	-13	0	7	20	-12	11	5	-3	-15	-55
COc1ccc(-c2cc(C(=O)Nc3cc(C)ccc3O)no2)cc1	-5	-4	25	6	0	-1	-16	-12	-12	-7	-32
COc1ccc(-c2ccc3ccccc3n2)cc1	-175	-5	58*	-42	-2	0	-48	13	-125	-77	-21
O=C(N/N=C/c1cc2c3c(c1O)CCCN3CCC2)c1ccccc1O	66*	9	42	-28	-4	-1	7	65*	63	68*	-23
CCN(CC)C(=O)COc1ccc(-c2nnc(Nc3ccc(OC)c(C(=O)NC)c3)c3ccccc23)cc1	8	-3	1	4	-5	-15	13	6	25	6	12
COc1cc2c(cc1OC)CN(C(=O)c1ccco1)CC2	-21	-3	-4	11	-1	-5	-40	-1	-2	0	-30
CC(=O)Nc1ccc2nc(CN3CCC(CO)(CCc4ccccc4)CC3)ccc2c1	-10	9	-8	-24	3	-1	3	-1	-2	6	2
CCCOc1ccccc1OCC(=O)Nc1ccc(S(=O)(=O)N2CCCC2)cc1	-2	1	11	5	-10	-4	1	-1	-15	-11	17
Cc1cc(S(=O)(=O)Cc2noc(-c3c(C)noc3C)n2)c(C)cc1Cl	7	-6	-1	10	-6	-14	6	4	-13	10	-23
COc1ccc(Nc2c(-c3ccco3)nc3cccc(C)n23)cc1	22	-2	-9	14	6	-4	11	-6	7	14	-38
COc1ccc2nc(N3CCCCC3)c(C#N)cc2c1	-13	5	-3	-22	1	9	-21	-18	-2	-47	8
C(=N\Nc1ccccn1)/c1ccc(N2CCOCC2)cc1	-95	4	18	-18	-2	-7	-21	-23	-124	-104	-56
CCCCCCNS(=O)(=O)c1ccc(NC(=O)C2CCCO2)cc1 (centres undefined)	12	-12	15	-6	-7	-4	8	15	17	19	22
Cc1ccc(NS(=O)(=O)c2cc(C(=O)N3CCCC3)ccc2C)cc1C	-36	3	-2	8	1	1	16	1	8	10	-3
CCOc1ccc(NC(=O)C2CCC(N3C(=O)C4CC=CCC4C3=O)CC2)cc1 (centres undefined)	-10	-2	-4	14	-2	2	14	3	-16	-12	-4
Cc1cc(C)cc(C(=O)NCC(=O)OCC(=O)N2CCCCC2)c1	-2	4	-6	-4	/	12	-5	13	15	-2	-3
Cc1ccc(C)c(N(CC(=O)NCc2ccc3c(c2)OCO3)C(=O)CCC(=O)Nc2ccccn2)c1	-17	-2	-6	1	-5	10	-13	0	4	0	-12
O=C(c1nn2c(C(F)(F)F)cc(-c3ccc(F)cc3)nc2c1Cl)N1CCOCC1	-3	-6	-10	18	-4	-5	-3	-15	-6	-4	-4
COCCCNC(=O)c1c(N)n(-c2cccc(S(N)(=O)=O)c2)c2nc3ccccc3nc12	-7	3	-4	-6	1	3	3	2	18	9	-6
O=C(CCN1C(=O)c2ccccc2C1=O)Nc1cccc(S(=O)(=O)N2CCCCC2)c1	-24	-1	33	6	-7	5	-2	-6	2	5	11
COc1ccc(S(=O)(=O)Nc2c(C)n(C)n(-c3ccccc3)c2=O)cc1C(=O)O	-21	-2	0	1	12	8	-56	-6	7	-6	-4
CCOC(=O)C(NC(C)=O)(Nc1ccc(S(=O)(=O)Nc2cc(C)on2)cc1)C(F)(F)F (centres undefined)	-1	-3	-13	14	16	4	-26	3	-17	7	6
Cn1c(NCc2ccccc2Cl)nc2ccccc21	-74	-3	19	-48	-1	-5	-5	-29	-69	-90	-55
O=Cc1ccc(OCC(=O)Nc2ccccc2C(F)(F)F)cc1	-53	-1	-9	-20	2	-9	-1	-6	31	-30	-5
